High-throughput results (PubChem BioAssay)
KCNQ2 inh: KCNQ2 channel blockers in CHO-K1 cells – cell-based, FluxOR thallium flux, B-score, primary screen (AID 2156); O88943; B-score at 10 µM; 20 min; hits give low values; 1.1% of 310,000 active;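 active means fluorescence ratio B-score at most minus 3 library SDs, with starting brightness B-score within 2 library SDs, cut at about -5.5 in these data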
STK33 kinase inh: blocks human STK33 kinase activity. Q9BYT3. purified STK33, MBP phosphorylation, ADP-Glo luminescence. inhibition, % at 10 µM. 0.073% of 320,000 active;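 active means inhibition at or above 25%, using the most active replicate where run in duplicate; inactive means inhibition below 25%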
Target sequence (Q9BYT3 whole entry, looked up): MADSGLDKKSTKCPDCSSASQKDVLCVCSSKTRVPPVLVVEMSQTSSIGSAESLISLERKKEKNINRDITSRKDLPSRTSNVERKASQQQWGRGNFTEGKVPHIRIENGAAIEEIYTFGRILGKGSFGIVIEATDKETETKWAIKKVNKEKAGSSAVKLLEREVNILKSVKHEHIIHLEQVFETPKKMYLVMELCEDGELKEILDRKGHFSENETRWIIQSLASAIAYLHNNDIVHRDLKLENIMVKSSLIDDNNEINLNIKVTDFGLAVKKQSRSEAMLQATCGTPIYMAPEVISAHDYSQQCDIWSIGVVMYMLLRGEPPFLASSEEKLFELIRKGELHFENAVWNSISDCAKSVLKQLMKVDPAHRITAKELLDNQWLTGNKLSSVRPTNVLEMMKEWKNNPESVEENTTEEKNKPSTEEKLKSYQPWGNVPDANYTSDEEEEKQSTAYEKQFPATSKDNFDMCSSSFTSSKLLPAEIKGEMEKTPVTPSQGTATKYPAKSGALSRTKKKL
Kir21 inh: Kir2.1 (mouse) channel inhibition. P35561. HEK293-Kir2.1, FluxOR thallium flux fluorescence; hits give low values. B-score at 10 µM. 0.85% of 310,000 active. AID 1672;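 active means fluorescence ratio B-score at or below minus 3 SD of library scores, with starting-brightness B-score within 2 SD, cut at about -4.2 in these data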;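 further: channel flux triggered by added potassium and thallium sulfate stimulus; B-score of peak minus minimum fluorescence over baseline after thallium stimulus; more negative B-score means stronger Kir2.1 block with less thallium influx; some compounds called inactive have numbers as strong as hits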
Target sequence (P35561 whole entry, looked up): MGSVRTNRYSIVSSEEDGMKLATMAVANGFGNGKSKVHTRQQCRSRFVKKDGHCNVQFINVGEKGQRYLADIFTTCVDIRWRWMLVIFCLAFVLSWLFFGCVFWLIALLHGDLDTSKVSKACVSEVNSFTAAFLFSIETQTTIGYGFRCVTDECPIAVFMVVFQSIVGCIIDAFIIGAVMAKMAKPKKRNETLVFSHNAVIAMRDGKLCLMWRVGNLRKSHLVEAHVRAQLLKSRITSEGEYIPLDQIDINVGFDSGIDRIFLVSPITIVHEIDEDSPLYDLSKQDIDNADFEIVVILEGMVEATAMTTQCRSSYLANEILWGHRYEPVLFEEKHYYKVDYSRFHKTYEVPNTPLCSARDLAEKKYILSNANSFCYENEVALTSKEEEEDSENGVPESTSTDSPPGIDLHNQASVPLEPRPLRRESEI
* marks the source's active call; other numbers are inactive results; i = inactive; nt = not tested or not shown. Outcome played no part in choosing rows. Share with any hit: about 1.9%.

SMILES	KCNQ2 inh	STK33 kinase inh	Kir21 inh
CCOc1ccc(S(=O)(=O)/N=C(/Nc2ccc(OC)cc2)c2ccccc2)cc1	i	-4.6	1.7
C=CCc1cccc(/C=N/n2cnnc2)c1O	i	-0.2	0.25
CC1CCN(Cc2nnnn2CCCC(=O)NCC(C)(C)N2CCOCC2)CC1	i	3.2	-1.9
O=C1Oc2ccccc2C(=O)/C1=C\N1CCN(c2ccccc2)CC1	i	4.3	-2
CC(=O)COc1ccc2c3c(c(=O)oc2c1C)CCCCC3	i	2.3	-0.07
CCCCC(NC(C)=O)c1nc2ccccc2n1CCCC (stereo not given)	i	0.1	0.27
CS(=O)(=O)N1CCN(c2ccc([N+](=O)[O-])c3cccnc23)CC1	i	-2.3	-0.91
Cc1ccc(CNS(=O)(=O)c2ccc3c(c2)CCN3C(=O)C2CCC2)cc1	i	-3.6	0.38
CCc1ccc(NC(=S)NC2CC3CCCC(C2)N3Cc2ccccc2)cc1 (stereo not given)	i	-0.1	-0.53
CCCOc1ccc(C(=O)O/N=C(\CC)c2ccc(C)cc2)cc1	i	-0.4	0.68
COc1cc(-c2n[nH]c(=O)o2)cc(OC)c1OC	i	-1.5	2.2
CCOC(=O)C1(Cc2ccccc2C)CCCN(C(=O)c2sccc2C)C1 (stereo not given)	i	1.0	-2
O=C(OCC(=O)N(CCc1ccccc1)Cc1ccccc1)c1ccccc1[N+](=O)[O-]	-6.8*	0.3	0.83
O=C(C1CCN(C2CCN(Cc3cccc4c3OCO4)CC2)CC1)N1CCOCC1	i	-0.7	-0.01
COc1cccc(NC(=O)c2nnn(CC(=O)Nc3cc(C)cc(C)c3)c2N)c1	i	-0.7	-0.7
OC(COc1ccc2ccccc2c1)Cn1ccnc1 (stereo not given)	i	-0.7	-1.2
CC(=O)OC1C(OC(C)=O)N(C(C)=O)C(=O)N1C(C)=O (stereo not given)	i	0.3	0.22
CCN(CC(=O)NCc1ccc(F)cc1)C(=O)COc1ccc2ccccc2c1	i	-2.4	-0.99
CC(OC(=O)CC1CCCCC1)C(=O)Nc1ccc(S(N)(=O)=O)cc1 (stereo not given)	i	-1.4	0.72
O=C(Nc1ccc(Cl)cc1C(=O)Nc1ccncc1)c1ccco1	i	8.3	2.4
Cc1c(OCC(=O)NCCN2CCOCC2)ccc2c1oc(=O)c1ccccc12	i	4.6	0.47
Cc1cc(C)n2c(=S)[nH]nc2n1	i	-0.3	0.48
CCCC1NC(=S)NC(C)=C1C(C)=O (stereo not given)	i	-0.6	-1.4
C/C(=N\Nc1cc(C)nc(-c2ccccc2O)n1)c1ccccc1O	i	1.0	-0.24
Cc1nc(N2CCC(C)CC2)c2c(C)c(C(=O)Nc3cc(F)ccc3C)sc2n1	i	0.2	-1.3

Rewritten field by field: entries from further up.
O=C1Oc2ccccc2C(=O)/C1=C\N1CCN(c2ccccc2)CC1
  KCNQ2 inh = i | STK33 kinase inh = 4.3 | Kir21 inh = -2
CC(=O)COc1ccc2c3c(c(=O)oc2c1C)CCCCC3
  KCNQ2 inh = i | STK33 kinase inh = 2.3 | Kir21 inh = -0.07

The list goes on.
SMILES	KCNQ2 inh	STK33 kinase inh	Kir21 inh
O=C(NC1(C(F)(F)F)C(=O)Nc2c1c(=O)[nH]c(=O)n2-c1ccc(F)cc1)c1cccnc1 (stereo not given)	i	-0.9	-2.6
COc1ccc(NC(=O)c2cc3ccccc3cc2O)cc1	i	0.8	0.16
CC1CCCC(C)N1C(=O)Cn1cc(C#N)c2ccccc21 (stereo not given)	i	-0.5	0.12
CCN(CC)CCN(CC(=O)N(C1CCCCC1)C1CCCCC1)C(=O)c1ccco1	i	-2.2	-4.4*
N#Cc1ccccc1OCC(=O)N(C1CCCCC1)C1CCS(=O)(=O)C1 (stereo not given)	i	-2.4	-0.15
CCOc1ccc(NC(=O)Cn2cncc2-c2ccc([N+](=O)[O-])cc2)cc1	i	-1.1	2.1
Nc1nc2ccc(-c3nc4ccccc4o3)cc2s1	i	2.3	3.1
CCCSc1nnc2c(n1)OC(c1cccn1C)N(C(C)=O)c1ccccc1-2 (stereo not given)	i	-0.3	-1.5
CSc1ccc(S(=O)(=O)N2CCC(C(=O)NC3CC3)CC2)cc1	i	-1.3	-1.2
OCCN(CCO)Cc1ccc(Br)cc1	i	-1.7	0.05
CCCCn1c(SCC(=O)NCc2ccco2)nc2ccc(N3CCOCC3)cc2c1=O	i	0.1	-0.81
Cc1ccccc1N1C(S)=C(C#N)C(=O)NC1c1cccs1 (stereo not given)	i	-1.1	-1
O=C(Nc1ccc2ccccc2c1)C(c1ccccc1)C1CCCC1 (stereo not given)	-5.7*	-1.4	-0.3
COc1cccc(C(=O)NCC2CCCN2S(=O)(=O)c2cccs2)c1 (stereo not given)	i	-0.6	-1.7
O=CN1CCN(C(C(=O)NC2CCCCC2)c2cc3c(cc2[N+](=O)[O-])OCO3)CC1 (stereo not given)	i	-0.9	0.85
Cc1cccc(-n2c(O)cnc2Nc2nc(C)cc(C)n2)c1	i	-0.9	-1.7
COc1ccc(/C=C/C(=O)c2ccc3c4c(cccc24)CC3)cc1	i	-0.8	-0.07
O=c1c2c(nc3n1CCS3)c1cc(F)ccc1n2Cc1cc(=O)n2cc(Cl)ccc2n1	i	-0.4	-0.74
CC(=O)C1=C(C)N(Cc2ccccc2)C(=O)N[C@H]1c1cccc(F)c1	i	-0.2	-0.57
CCCCOc1ccc(C(C)NC(=O)CCS(=O)(=O)Cc2ccccc2Cl)cc1 (stereo not given)	i	-1.8	0.93
O=C(c1ccc(Br)o1)N1CCN(CCOc2ccccc2)CC1	i	-1.6	1.8
Cc1ccc(-c2nn(CC(N)=O)c(=O)c3ccccc23)cc1S(=O)(=O)N(C)C	i	-0.3	-0.03
Cn1c(NCC(O)c2ccccc2)nc2c1c(=O)n(Cc1ccc(Cl)c(Cl)c1)c(=O)n2C (stereo not given)	i	-0.8	0.59
Cc1ccccc1OCC(=O)NC(=S)Nc1ccc(S(=O)(=O)NC2CCCCC2)cc1	i	-1.0	-0.82
Cc1noc(NS(=O)(=O)c2ccc(NC(=O)NC(C)(C(F)(F)F)C(F)(F)F)cc2)c1C	i	0.1	1.1

Next part
SMILES	KCNQ2 inh	STK33 kinase inh	Kir21 inh
CCOc1ccc(NC(=O)CN2CCN(CC(=O)c3ccc(OCC)cc3)CC2)cc1	i	nt	1.6
Cc1cc(C)n(-c2nc(-c3ccc(Cl)c(Cl)c3)cs2)n1	i	-3.2	1.2
Cc1ccc(Cn2nnc3c(=O)[nH]c(C4CCN(S(=O)(=O)/C=C/c5ccccc5)CC4)nc32)cc1	i	0.6	-0.37
COc1ccc(NC(=S)N(CCCN2CCC(C)CC2)Cc2cccs2)cc1Cl	i	-1.3	-3.1
CCn1c(CSc2nc(C)cc(C)n2)nnc1SCC(=O)Nc1nc(-c2ccccc2)cs1	i	1.2	-0.03
O=C(CSc1nnc(-c2ccncc2)o1)N1CCCCCC1	i	nt	0.01
COc1ccc(NS(=O)(=O)c2cccc(C(=O)NCC3CCCO3)c2)cc1 (stereo not given)	i	-1.3	1.4
N/C(=N\OC(=O)Cc1cccs1)c1ccc(Br)cc1	i	-2.2	-1.2
COc1ccc(S(=O)(=O)Nc2c(NC3CCCCC3)c3ccccc3oc2=O)cc1OC	i	-0.6	1.2
COc1ccc(C2C(C(=O)c3ccc(C)o3)=C(O)C(=O)N2Cc2cccnc2)cc1OC (stereo not given)	i	-1.5	1.3
O=C(NCc1cccnc1)C1CC(c2ccccc2Cl)=NO1 (stereo not given)	i	-0.5	0.83
CCCn1c(N)c(Sc2ccc(Cl)cc2)c(=O)n(CCC)c1=O	i	-1.5	0.96
CCOc1ccc(NC(=O)CCCc2cc(-c3ccc(OCC)cc3)on2)cc1	i	0.6	-1.1
COc1ccccc1CC(=O)N1CCC(n2nccc2NC(=O)C2CCOC2)CC1 (stereo not given)	i	-1.4	0.46
Cc1ccc(-c2nc(CN(C)Cc3cccc4cnccc34)c(C)o2)s1	i	1.3	-1.4
N#Cc1c(-c2ccncc2)cc(-c2ccc(F)cc2)nc1N	i	-1.5	0.79
Cc1cc(Br)ccc1NCc1ccccn1	i	-2.4	0.5
O=C(NCc1cccnc1)C(=O)NCC1CCCO1 (stereo not given)	i	-1.5	1.2
Cc1cc(C)c2c(=O)c(C#N)coc2c1	i	-0.4	0.44
COc1ccc(NC(=O)CN(C2CCCCC2)S(C)(=O)=O)cc1OC	i	-0.7	1.1
CCC1=NN(C(=O)C(=O)Nc2ccc(Br)cc2)C(O)(C(F)(F)F)C1 (stereo not given)	i	-1.1	0.86
COCCOC(=O)c1c(C)n(C)c2ccc(OC(=O)C3CC3)cc12	i	1.0	-0.24
COc1ccc(NC(=O)c2cc(Br)ccc2Cl)c(OC)c1	i	-1.0	-0.2
CCC(C(=O)Nc1ccc(C(=O)O)cc1NC(=O)C(CC)c1ccccc1)c1ccccc1 (stereo not given)	i	1.5	-0.17
O=C(CNC(=O)Cc1ccccc1)NCC(=O)OCC(=O)c1cccc2ccccc12	i	-1.6	0.48

Other records follow:
SMILES	KCNQ2 inh	STK33 kinase inh	Kir21 inh
CCOC(=O)c1ccc(-c2ccc(C(=O)Nc3cccnc3)o2)cc1	i	-0.6	2
Brc1ccc(-c2noc(CCc3ccccc3)n2)o1	i	-1.0	1
O=C1C(Cl)=C(NCCCO)C(=O)c2ccccc21	i	2.0	0.07
CCOC(=O)C1=C(C)NC(=S)NC1c1ccco1 (stereo not given)	i	0.2	-0.11
Cc1ccc(-c2nc(CS(=O)(=O)CC(=O)NCc3cccc(F)c3)c(C)o2)cc1	i	-2.1	3.2
CCOc1ccc(CCNS(=O)(=O)c2ccc3c(c2)N(C(C)=O)CCO3)cc1OCC	i	-0.2	-2.4
O=C(CSc1ccccc1)Nc1nccs1	i	-1.1	-0.61
COc1ccc(-c2cc(C(=O)NCCCN3CCOCC3)on2)cc1OC	i	0.6	1.7
COCCNC(=O)c1ccc2c(c1)NC(=O)CS2	i	-0.9	0.64
COc1ccc(OC)c(N2C(=O)c3cccnc3C2=O)c1	i	-3.6	0.55
CC(=O)Oc1ccc(/C=C(\NC(=O)c2cccc(Br)c2)C(=O)Nc2ccc(C(=O)O)cc2)cc1	i	2.3	-0.22
CCOC(=O)c1ccc(N2CCN(C(C)=O)CC2)c(NC(=O)c2cccnc2)c1	i	0.9	-0.57
c1ccc(-c2nnsc2-c2ncc[nH]2)cc1	i	-0.7	-1.2
Cc1onc(-c2ccccc2)c1C(=O)Nc1ccccc1NC(=O)c1c(-c2ccccc2)noc1C	i	-0.2	1.3
Cc1oc(-c2ccccc2F)nc1CS(=O)(=O)CC(=O)NC1CCCC1	i	-0.5	0.49
CN(C)/C=N/c1c(C#N)cnn1C	i	-0.6	-0.1
CCOC(=O)c1ccc(/C=N/O)[n+](Cc2ccccc2)c1	i	-1.9	-2.6
Cc1ccc(C(=O)C(C)OC(=O)Cn2cnc3c2c(=O)n(C)c(=O)n3C)cc1 (stereo not given)	i	0.1	-0.14
Cc1ccc(-n2c(SCCN)nnc2-c2cccc(C)c2)cc1	i	0.9	-0.48
Oc1ccc(N=Nc2ccccc2-c2nn[nH]n2)c(O)c1	i	1.8	-1.5
CNC(=O)CSc1nnc(-c2cnccn2)n1C	i	-1.7	-0.13
CCOc1ccccc1CN1C(=O)c2ccccc2C1C(=O)NC(C)CC (stereo not given)	i	-1.2	-0.53
Cn1c(=NC(=O)c2ccc(S(=O)(=O)N3CCCc4ccccc43)cc2)sc2cc(S(C)(=O)=O)ccc21	i	2.4	0.01
CNS(=O)(=O)c1cc(NC(=O)c2cncn2-c2ccccc2)ccc1C	i	2.1	-0.46
CCCc1cc(=O)[nH]c(SCC(=O)N(C)CC(=O)Nc2ccc(C)cc2)n1	i	0.1	-1.4

More records
SMILES	KCNQ2 inh	STK33 kinase inh	Kir21 inh
CCN1CCN(c2ccc(S(=O)(=O)N3CCCCC3)cc2NC(=O)c2cc3ccccc3o2)CC1	i	0.5	0.83
O=C(O)c1ccccc1-c1ccccc1C(=O)Nc1nc2ccccc2s1	i	0.1	-1.8
Cc1ccc(CNC(=O)C2CCN(S(=O)(=O)c3c(C)noc3/C=C/c3ccco3)CC2)cc1	i	-1.2	-1
c1cc2nc(C34CC5CC(CC(C5)C3)C4)[nH]c2cn1	i	-0.3	1.1
COc1cccc(C2C(C#N)=C(N)Oc3cc(C)n(Cc4ccco4)c(=O)c32)c1 (stereo not given)	i	-2.5	0.82
Cn1c(SCC(=O)Nc2ccc3cn[nH]c3c2)nnc1-c1cccs1	i	-0.8	1.4

In the list so far, 8 have a thiophene ring, fused or not.
SMILES	KCNQ2 inh	STK33 kinase inh	Kir21 inh
CCOC(=O)C1(Cc2ccccc2C)CCCN(C(=O)c2sccc2C)C1 (stereo not given)	i	1.0	-2
Cc1nc(N2CCC(C)CC2)c2c(C)c(C(=O)Nc3cc(F)ccc3C)sc2n1	i	0.2	-1.3
Cc1ccccc1N1C(S)=C(C#N)C(=O)NC1c1cccs1 (stereo not given)	i	-1.1	-1
COc1cccc(C(=O)NCC2CCCN2S(=O)(=O)c2cccs2)c1 (stereo not given)	i	-0.6	-1.7
COc1ccc(NC(=S)N(CCCN2CCC(C)CC2)Cc2cccs2)cc1Cl	i	-1.3	-3.1
N/C(=N\OC(=O)Cc1cccs1)c1ccc(Br)cc1	i	-2.2	-1.2
Cc1ccc(-c2nc(CN(C)Cc3cccc4cnccc34)c(C)o2)s1	i	1.3	-1.4
Cn1c(SCC(=O)Nc2ccc3cn[nH]c3c2)nnc1-c1cccs1	i	-0.8	1.4
